# Assay outcomes as filed in PubChem BioAssay.
# TbHK1 inh = T. brucei hexokinase 1 inhibition; recombinant TbHK1, G6PDH-coupled NADH A340; inhibition, % at 10 µM; 220,000 compounds, 0.11% hits;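 active = inhibition of 50% or more in the single-dose primary screen; inactive = inhibition below 50%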
# Rad51 HR inh = blocks human Rad51 in homologous recombination | hRad51 DNA strand exchange, fluorescence dequenching | Q06609 | 200,000 compounds, 0.085% hits | inhibition, % at 10 µM | AID 1385;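 active = inhibition above 40% at the single screening dose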;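 also: 0% = DMSO control wells and 100% = blanks with heterologous ssDNA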
#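 Material: Human Rad51 nucleoprotein filaments preassembled on unlabelled ssDNA | Also added: Labelled 47-mer dsDNA for strand exchange | Dosing: Single dose, 10 µM final compound | Schedule: 30-min compound preincubation and 15-min exchange, both room temperature | Technique: Fluorescence dequenching at 485/520 nm | Measure: Percent inhibition relative to plate controls and blanks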
# eIF4E 4G PPI = blocks eIF4E binding to eIF4G. inhibition, % at 21.7 µM. P63073+Q04637. AID 782. 220,000 compounds, 0.37% hits. TR-FRET eIF4E-eIF4GI(517-606) binding, 2 h;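 active = inhibition above about 30%, limit read from the data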;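 also: 0% = full FRET control wells and 100% = background wells lacking eIF4GI fragment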
# L929 necroptosis = L929 zVAD cell death inhibition; L929 zVAD necroptosis rescue, ATP luminescence, 24 h; with zVAD 60 µM; viability rescue, % at 10 µM; 220,000 compounds, 0.38% hits;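 active = activation, scaled between plate controls, above about 75%, limit read from the data; inactive = activation under that limit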;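 also: 0% = zVAD with DMSO and 100% = DMSO alone without zVAD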
# EP2 modulator = modulators of human EP2 prostaglandin E2 receptor; induction, % at 25 µM; P43116; EP2-expressing cells, cAMP HTRF FRET, PGE2 co-stimulation; 260,000 compounds, 0.83% hits;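 active = compounds whose cAMP rise, as percent of the full-agonist control response, exceeds 60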;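 also: rat C6 glioma line stably carrying human EP2 under a CMV promoter; the protocol text gives 20 µM as final concentration; 100% = response of wells given 1 µM PGE2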
# Target sequence (P43116 whole entry, looked up): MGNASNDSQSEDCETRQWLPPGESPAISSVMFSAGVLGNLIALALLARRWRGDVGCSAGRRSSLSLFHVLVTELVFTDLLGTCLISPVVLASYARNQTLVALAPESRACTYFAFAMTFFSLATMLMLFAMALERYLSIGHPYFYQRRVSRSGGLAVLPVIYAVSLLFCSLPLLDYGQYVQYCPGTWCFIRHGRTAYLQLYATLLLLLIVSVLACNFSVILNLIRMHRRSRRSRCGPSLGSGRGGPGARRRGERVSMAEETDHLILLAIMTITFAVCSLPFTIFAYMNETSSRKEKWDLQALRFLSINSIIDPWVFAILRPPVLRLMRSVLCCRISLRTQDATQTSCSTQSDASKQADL
# Hck-Nef inh = human Hck-Nef kinase inhibition; P08631; Recombinant Hck-YEEI plus Nef, Z-Lyte FRET kinase assay; inhibition, % at 20 µM; 220,000 compounds, 0.68% hits;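 active = Hck-Nef kinase inhibition above about 50%, limit read from the data; inactive = inhibition below that limit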;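 also: 0% = DMSO with Hck plus Nef and 100% = Hck alone without Nef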
# Target sequence (P08631 whole entry, looked up): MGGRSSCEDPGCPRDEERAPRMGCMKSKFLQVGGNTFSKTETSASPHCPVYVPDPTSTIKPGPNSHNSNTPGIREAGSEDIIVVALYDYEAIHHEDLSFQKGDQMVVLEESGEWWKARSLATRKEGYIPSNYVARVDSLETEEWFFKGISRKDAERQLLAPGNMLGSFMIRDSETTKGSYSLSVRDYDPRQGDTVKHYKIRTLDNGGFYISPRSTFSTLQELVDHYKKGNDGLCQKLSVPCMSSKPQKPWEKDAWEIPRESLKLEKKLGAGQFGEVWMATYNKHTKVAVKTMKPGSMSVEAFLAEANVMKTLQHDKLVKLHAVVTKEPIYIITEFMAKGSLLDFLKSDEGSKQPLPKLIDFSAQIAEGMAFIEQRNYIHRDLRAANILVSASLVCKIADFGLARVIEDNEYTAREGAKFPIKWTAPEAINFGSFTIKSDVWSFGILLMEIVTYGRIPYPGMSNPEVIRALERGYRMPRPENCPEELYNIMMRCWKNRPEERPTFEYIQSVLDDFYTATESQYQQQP
# 14-3-3 Bad PPI = disrupts binding of bovine 14-3-3 zeta to phospho-Bad peptide. P63103. TR-FRET 14-3-3zeta/Dy647-pBad peptide displacement, 1 h. 220,000 compounds, 0.71% hits. inhibition, % at 21.7 µM;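 active = inhibition above about 70%, limit read from the data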;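 also: 0% = full 14-3-3 plus peptide FRET controls and 100% = background without 14-3-3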
# PGE2 EP2 inh = inhibitors of human EP2 prostaglandin E2 receptor; P43116; C6 glioma cells expressing human EP2, cAMP TR-FRET; cells stimulated with saturating PGE2; inhibition, % at 25 µM; 260,000 compounds, 0.52% hits;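 active = percent inhibition above 40 after rounding to a whole number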;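 also: rat C6 glioma host cells with rolipram phosphodiesterase inhibitor present; the protocol text gives 20 µM as final concentration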
# m-calpain inh = blocks pig calpain II enzyme activity. 220,000 compounds, 0.37% hits. purified calpain II, fluorogenic peptide substrate, 30 min. inhibition, % at 16 µM. AID 1236;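 active = inhibition above about 50%, limit read from the data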
# Numbers without * were called inactive; · = no result given; & = joins results of further samples; [ ] = another dose, or the depositor's remark. This is a subset (hit frequency here may not be typical).
1. CCN1CCN(C(c2ccccc2)c2nnnn2Cc2ccc3c(c2)OCO3)CC1 (stereo not drawn)
2. Cc1ccc(OCCSCc2nc3ccccc3[nH]2)cc1
3. Cc1onc(-c2c(F)cccc2Cl)c1C(=O)NCCO
4. CN(C)c1ccc(O)c2c1CC1CC3[C@@H](N(C)C)C(=O)C(C(N)=O)=C(O)[C@]3(O)C(=O)C1=C2O (stereo partly drawn)
5. O=C(NCc1ccccc1F)C1CCCN(C(=O)NC2CCCCC2)C1 (stereo not drawn)
6. Cc1nnc(SCCn2c(N(C)Cc3ccccc3)nc3c2c(=O)[nH]c(=O)n3C)s1
7. Cc1cc(NC(=O)CCc2ccc(C)o2)no1
8. COc1ccc(/C=C/C(=O)NC(=S)N2CCN(c3ccccn3)CC2)cc1
Assay by compound	1	2	3	4	5	6	7	8
TbHK1 inh	-3	4	-1	-246	2	-6	7	-28
Rad51 HR inh	·	12	-6	-4	-8	-1	-3	4
eIF4E 4G PPI	2	-3	-1	9	-4	1	10[fluorescence artefact?]	-5
L929 necroptosis	-0.4	0.5	1.7	4.1	0.2	-0.4	1.1	-0.2
EP2 modulator	9	-49	-7	-9	-1	5	23	-42
Hck-Nef inh	4	2	24	-5	-3	1	2	10
14-3-3 Bad PPI	7	-1	-2	26	-14	5	-6[fluorescence artefact?]	3
PGE2 EP2 inh	5	16	7	13	4	9	14	7
m-calpain inh	3	-25	8	-47	20	-1	1	-11

9. CN(Cc1cccs1)C(=O)COc1cccc(-n2cnnn2)c1
10. CN1CCN(C(=O)c2cccc(COc3cc(Cl)ccc3Cl)c2)CC1
11. Cc1cc(C(=O)N/N=C/C=C/c2ccccc2[N+](=O)[O-])c(C)o1
12. O=C(CCl)Nc1ccc(Oc2cnc3ccccc3n2)cc1
13. COC(=O)c1cccc(NC(=O)CSc2nnnn2C)c1
14. C/C(=N\NC(=O)c1csc(C)c1C)c1ccc(C)s1
15. CCN=C1SC(CC(=O)NC(C)C)C(=O)N1CC (stereo not drawn)
16. O=C(Nc1ccccc1Cl)c1cccc(COc2cc(Cl)ccc2Cl)c1
Assay by compound	9	10	11	12	13	14	15	16
TbHK1 inh	-4	2	-3	-8	-4	-20	-6	-8
Rad51 HR inh	-3	1	4	-7	3	-1	-3	·
eIF4E 4G PPI	-4	-4[fluorescence artefact?]	-1	-1	-1[fluorescence artefact?]	1	2[fluorescence artefact?]	-1
L929 necroptosis	1.3	-0.9	3.4	-0.1	0.1	1.2	0.2	-0.7
EP2 modulator	4	-19	-44	-15	-10	-25	3	-7
Hck-Nef inh	1	4	26	1	0	5	2	1
14-3-3 Bad PPI	3	-4	-24	6	0[fluorescence artefact?]	-1	-11[fluorescence artefact?]	3
PGE2 EP2 inh	11	7	8	3	10	14	14	·
m-calpain inh	-16	-26	7	10	-13	-5	-54	17

17. Cc1ccc(NCC(=O)Nc2cccc(S(=O)(=O)N(C)C)c2)c(Cl)c1
18. O=c1ccc(S(=O)(=O)N2CCC(Cc3ccccc3)CC2)c[nH]1
19. CC1(C)C2CCC1(C)C(OC(=O)C[n+]1ccccc1)C2 (stereo not drawn)
20. Fc1ccc(-c2nnc(NC3=NCCCCC3)o2)cc1
21. CC1(C)OC(=O)C(=NNc2ccc(C(=O)O)cc2)C(=O)O1
22. COc1ccc2[nH]c(=O)c(CN(C(=O)c3ccncc3)C(C)(C)C)cc2c1
23. Cc1ccc(C2=NN(C(=O)COc3ncnc4ccccc34)C(c3ccco3)C2)cc1 (stereo not drawn)
24. Cc1cc(C)n2nc(-c3sccc3-n3c(C)ccc3C)cc2n1
Assay by compound	17	18	19	20	21	22	23	24
TbHK1 inh	32	1	4	-8	-72	-12	-6	-10
Rad51 HR inh	-7	5	12	27	18	2	1	7
eIF4E 4G PPI	-8	-13	-2	-3	0	-8	2	2
L929 necroptosis	1.4	-0.1	0.4	-0.3	0.3	-0.4	-0.1	0.3
EP2 modulator	-28	4	1	-11	32	-26	-15	18
Hck-Nef inh	-2	0	20	-2	6	0	16	0
14-3-3 Bad PPI	13[fluorescence artefact?]	2	4	10	1	-5	1	3
PGE2 EP2 inh	8	10	8	9	8	13	9	7
m-calpain inh	39	-9	11	-15	-2	-55	-14	-20

25. O=C(CC1CS(=O)(=O)CC1CC(=O)Nc1ccc2c(c1)OCCO2)Nc1ccc2c(c1)OCCO2 (stereo not drawn)
26. Cc1ccnn1CC(=O)N/N=C/c1cn[nH]c1-c1ccc(F)cc1
27. CN(NS(C)(=O)=O)c1ncc(C(F)(F)F)cc1Cl
28. Cc1ccc(C(=O)CSc2nnc(-c3ccco3)n2C)cc1
29. CCOC(=O)c1c(NC(=O)c2nn(CC)cc2Br)c(C#N)cn1-c1ccccc1
30. COc1ccc2nc(NC3=NC(c4ccccc4)CC(=O)N3)nc(C)c2c1 (stereo not drawn)
31. CCCCn1c(=O)c(CCC(=O)OCC(=O)NC(C)c2ccccc2)nc2ccccc21 (stereo not drawn)
32. COc1ccc(CCNC(=O)CSc2nc(N)c3c(C)c(C)oc3n2)cc1OC
Assay by compound	25	26	27	28	29	30	31	32
TbHK1 inh	-1	-7	-6	-1	-5	9	-4	5
Rad51 HR inh	-2	-1	-2	·	-2	-3	-23	-1
eIF4E 4G PPI	0	0	0	3	-3	0	6	2
L929 necroptosis	5.2	0.7	5.7	1.9	0.3	19	0.0	0.3
EP2 modulator	5	-8	25	-38&5	16	-37	11	-4
Hck-Nef inh	22	-8	22	20	0	2	12	5
14-3-3 Bad PPI	-4	-5	-8	5	-4	1[fluorescence artefact?]	19	-1[fluorescence artefact?]
PGE2 EP2 inh	4	8	9	7&7	2	10	1	8
m-calpain inh	-66	-29	-25	-10	10	-50	2	-5

33. CCC(=O)Nc1cccc(C(=O)/C=C/c2ccc(F)cc2)c1
34. CCOC(=O)c1sc2nc(CC(=O)OC)nc(N3CCN(c4ccccn4)CC3)c2c1C
35. O=C(NNC(=O)C1C2CCC(C2)C1C(=O)O)c1ccc(Br)o1 (stereo not drawn)
36. O=C(c1ccccc1)c1nnc(-c2ccncc2)o1
37. Cc1nc(NC(=O)Nc2ccc(Cl)cc2)sc1C
38. O=C(NC1CCCCC1)C1CCN(c2nccs2)CC1
39. O=C1COc2ccc(C(=O)COC(=O)C3CC(O)CN3S(=O)(=O)c3ccc(Cl)cc3)cc2N1 (stereo not drawn)
40. O=C(Nc1cccc(C(F)(F)F)c1)c1ccc2nc(N3C(=O)CCC3=O)sc2c1
Assay by compound	33	34	35	36	37	38	39	40
TbHK1 inh	-18	-23	34	-1	-11	6	-1	-3
Rad51 HR inh	24	-5	-3	-3	5	-4	2	-6
eIF4E 4G PPI	-3	-4	-6	9[fluorescence artefact?]	-1	-2[fluorescence artefact?]	0	11[fluorescence artefact?]
L929 necroptosis	-0.9	-0.2	0.9	0.0	34	1.5	1.1	0.2
EP2 modulator	-53	-24	18	-10	2	13	-28	-40
Hck-Nef inh	27	0	0	0	-1	-1	-3	1
14-3-3 Bad PPI	-8	-13	-14	-5	-13	-6[fluorescence artefact?]	0	1[fluorescence artefact?]
PGE2 EP2 inh	11	11	8	1	5	12	5	11
m-calpain inh	-15	11	1	10	-17	0	-27	-61

41. COc1ccc(/C=C/C2=NC(=C\N(C)C)/C(=O)O2)cc1
42. CC(NC(=O)c1ccccc1)C(=O)N/N=C/c1cccc([N+](=O)[O-])c1 (stereo not drawn)
43. O=C(NC(=S)NCC1CCCO1)c1ccccc1F (stereo not drawn)
44. Cc1ccc(N2C(=O)CC(N3CCN/C3=C3\CC/C(=C\c4ccccc4)C3=O)C2=O)cc1 (stereo not drawn)
45. CCOC(=O)C(CC)(CCC(=O)OC)c1csc(Nc2ccccc2O)n1 (stereo not drawn)
46. COc1ccccc1N1CCN(C(=O)c2cc3cc(Br)ccc3oc2=O)CC1
47. Cc1cc(Cl)ccc1NC(=O)CCCN1C(=O)CCC1=O
48. COc1cccc(CC(NC(C)=O)C(=O)NC2CCN(c3nc(C)cc(C)c3C#N)CC2)c1OC (stereo not drawn)
Assay by compound	41	42	43	44	45	46	47	48
TbHK1 inh	-1	-1	5	-10	-13	-17	3	-20
Rad51 HR inh	-5	-8	·	-3	·	6	-1	8
eIF4E 4G PPI	-11[fluorescence artefact?]	2	0	2	1	3	-8[fluorescence artefact?]	-4
L929 necroptosis	1.7	2.1	-0.1	-0.9	0.0	0.8	1.1	-1.8
EP2 modulator	-24	-26	2	-62	8	-9	20	29
Hck-Nef inh	6	19	-11	25	1	0	-10	-21
14-3-3 Bad PPI	41[fluorescence artefact?]	-6	1	-11	4	6	4[fluorescence artefact?]	0
PGE2 EP2 inh	6	8	1	22	7	10	5	19
m-calpain inh	-300	-15	18	-75	23	7	-17	-112

49. CCC1=C2CC[C@H]3C(=O)N(CC)C(=O)[C@H]3[C@H]2[C@@]2(Cc3ccccc3)C(=NCc3ccccc3)OC(=O)N2C1=O
50. CN1CCN(Cn2cc(/C=C/C(=O)c3ccccc3)c3ccccc32)CC1
51. N#C/C(=C\c1cccs1)C(=O)NCc1cccnc1
52. COc1ccc(Cl)cc1NC(=O)COC(=O)CCNC(C)=O
53. Cc1ccc(S(=O)(=O)NC(C(=O)Oc2ccc3ccc(=O)oc3c2)c2ccccc2)cc1 (stereo not drawn)
54. CCN1CCN(CC(=O)N2N=C(c3cccs3)CC2c2ccc(OC)cc2)C(=O)C1=O (stereo not drawn)
55. Cc1nc(-c2ccccc2)sc1C(=O)O
56. Cc1cc(Cl)c(S(=O)(=O)NCC2CCCO2)cc1OCC(=O)NC1CCCCC1 (stereo not drawn)
57. NC(=O)C1CCN(c2c([N+](=O)[O-])cc(C(F)(F)F)cc2[N+](=O)[O-])CC1
Assay by compound	49	50	51	52	53	54	55	56	57
TbHK1 inh	-8	-6	-35	-5	-12	-5	-1	4	-3
Rad51 HR inh	-4	-3	12	-1	-6	-10	5	-5	16
eIF4E 4G PPI	-1	-2	7	4[fluorescence artefact?]	-2	0	0	3	5
L929 necroptosis	-0.1	-0.1	1.3	3.1	0.8	-0.5	5.1	-0.6	0.0
EP2 modulator	9	-29	10	13	-18	6	13	-6	6
Hck-Nef inh	23	8	5	3	58*	17	23	1	3
14-3-3 Bad PPI	-1	-6[fluorescence artefact?]	-4	-3	-11	7	-17	6	2
PGE2 EP2 inh	20	4	7	12	9	6	17	4	6
m-calpain inh	-4	34	9	-7	-454	-5	-28	13	13

# 5 records drawn at random from those above:
6. Cc1nnc(SCCn2c(N(C)Cc3ccccc3)nc3c2c(=O)[nH]c(=O)n3C)s1
55. Cc1nc(-c2ccccc2)sc1C(=O)O
15. CCN=C1SC(CC(=O)NC(C)C)C(=O)N1CC (stereo not drawn)
22. COc1ccc2[nH]c(=O)c(CN(C(=O)c3ccncc3)C(C)(C)C)cc2c1
30. COc1ccc2nc(NC3=NC(c4ccccc4)CC(=O)N3)nc(C)c2c1 (stereo not drawn)
Assay by compound	6	55	15	22	30
TbHK1 inh	-6	-1	-6	-12	9
Rad51 HR inh	-1	5	-3	2	-3
eIF4E 4G PPI	1	0	2[fluorescence artefact?]	-8	0
L929 necroptosis	-0.4	5.1	0.2	-0.4	19
EP2 modulator	5	13	3	-26	-37
Hck-Nef inh	1	23	2	0	2
14-3-3 Bad PPI	5	-17	-11[fluorescence artefact?]	-5	1[fluorescence artefact?]
PGE2 EP2 inh	9	17	14	13	10
m-calpain inh	-1	-28	-54	-55	-50
